Assay outcomes: PubChem, National Center for Advancing Translational Sciences (NCATS)
APEX1 inh: qHTS Assay for Inhibitors of the Human Apurinic/apyrimidinic Endonuclease 1 (APE1) | DNA repair nuclease/redox regulator APEX1 (Homo sapiens), P27695 | recombinant APE1, TAMRA/BHQ-2 abasic DNA cleavage fluorescence | Potency, µM (top dose mostly 65.8 µM), without a hit: at the highest dose activity change, negative = inhibition, usual class: inhibitors | 0.35% of 350,000 active | AID 2517, 2012;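 also: plate controls were vehicle for no effect and reference inhibitor for full effect; nearly all actives have a fitted effect of over 55% in size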
Target sequence (P27695 whole entry, looked up): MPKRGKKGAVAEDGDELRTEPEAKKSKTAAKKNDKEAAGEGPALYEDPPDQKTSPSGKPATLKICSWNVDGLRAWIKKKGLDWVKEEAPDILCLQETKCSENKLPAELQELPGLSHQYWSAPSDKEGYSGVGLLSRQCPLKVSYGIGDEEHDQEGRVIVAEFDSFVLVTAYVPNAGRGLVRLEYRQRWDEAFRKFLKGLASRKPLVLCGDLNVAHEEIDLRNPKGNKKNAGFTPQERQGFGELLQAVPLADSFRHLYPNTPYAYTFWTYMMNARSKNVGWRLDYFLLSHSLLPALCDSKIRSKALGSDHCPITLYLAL
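Measures dequenching upon AP-site incision of a 5'-TAMRA/3'-BHQ-2 THF-containing duplex, 50 nM; human APE1 0.75 nM after 15 min room-temperature exposure to compound; kinetic three-point read at one-minute spacing.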
Pol kappa inh: qHTS for Inhibitors of Polymerase Kappa. purified Pol kappa, fluorescent DNA synthesis assay, 10 min. AID 588579, 2011. Potency, µM (top dose mostly 107 µM), inactives show top-dose activity, negative = inhibition, actives largely listed as inhibitors. 0.53% of 400,000 active. DNA polymerase kappa (Homo sapiens), Q9UBT6; also: % is scaled to controls: 0 for no effect and ±100 for the full control effect
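Kinetic fluorescence screen: compound preincubated 15 min RT with 10 nM enzyme; 50 nM substrate (final) initiates; reads at 0/10 min.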
POLB inh: qHTS Assay for Inhibitors of DNA Polymerase Beta. 1.3% of 340,000 active. Potency, µM (doses to about 114 µM), without a hit: at the top dose activity change, negative = inhibition, most hits filed as inhibitors. Pol beta primer extension/strand displacement, fluorescence kinetic. P06746; also: % is scaled to controls: 0 for no effect and ±100 for the full control effect
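Pol beta (10 nM) was preincubated with compound for 15 min at room temperature. The reaction was then started with 50 nM substrate and read immediately and after a further 10 min at room temperature.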
Apoferritin bind: qHTS Assay for Identification of Novel General Anesthetics | Ferritin light chain (Equus caballus), P02791 | apoferritin/1-aminoanthracene competitive binding, fluorescence | Potency, µM (titrated, usually from 77.5 µM), for the others: at the highest dose activity change, negative = displacement, most hits filed as inhibitors | 0.074% of 350,000 active; also: % is scaled to controls: 0 for no effect and ±100 for the full control effect; nearly all actives have a fitted effect of over 20% in size
Target sequence (P02791 2-175 limits assumed): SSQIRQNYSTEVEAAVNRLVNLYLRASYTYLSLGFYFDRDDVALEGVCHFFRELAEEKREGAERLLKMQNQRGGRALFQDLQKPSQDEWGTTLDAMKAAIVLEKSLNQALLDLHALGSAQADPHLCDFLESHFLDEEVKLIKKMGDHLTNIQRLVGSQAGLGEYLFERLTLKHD
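Horse-spleen apoferritin (10 uM) was mixed with 50% saturated 1-aminoanthracene in PBS, exposed to compounds for 10 min at room temperature, and read for fluorescence (ex 380 nm, em 535 nm). Competitive displacement was fitted with a four-parameter Hill equation.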
POLI inh: qHTS for Inhibitors of Polymerase Iota. DNA polymerase iota (Homo sapiens), Q9UNA4. Pol iota fluorescent replication assay, 10 min. Potency, µM (top dose mostly 115 µM), inactives show top-dose activity, negative = inhibition, usual class: inhibitors. 1% of 390,000 active
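Fluorescent replication assay read twice, at 0 min and 10 min after adding 50 nM (final) substrate. Enzyme (10 nM) and compounds were first incubated 15 min at room temperature; enzyme-free buffer wells were negative controls.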
Pol eta inh: qHTS for Inhibitors of Polymerase Eta; recombinant Pol eta, fluorescent DNA replication assay; Potency, µM (series often up to 114 µM), for inactives: top-dose activity change, negative = inhibition, hits mostly inhibitors; 1.2% of 390,000 active; AID 588591, 2011; also: % is scaled to controls: 0 for no effect and ±100 for the full control effect
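Pol eta (10 nM) was preincubated with compounds for 15 min at room temperature, after which fluorescent replication substrate (50 nM final) was added to start the reaction. Fluorescence was read kinetically at 0 and 10 min.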
G9a inh: qHTS Assay for Inhibitors of Histone Lysine Methyltransferase G9a; Potency, µM (top dose mostly 102 µM), inactives show at the top dose activity, negative = inhibition, hits mostly inhibitors; G9a H3K9 monomethylation, AlphaScreen, 2 h; Histone-lysine N-methyltransferase EHMT2 (Homo sapiens), Q96KQ7; 8.8% of 350,000 active; also: % is scaled to controls: 0 for no effect and ±100 for the full control effect; nearly all actives have a fitted effect of over 75% in size
Target sequence (Q96KQ7 913-1193 limits assumed): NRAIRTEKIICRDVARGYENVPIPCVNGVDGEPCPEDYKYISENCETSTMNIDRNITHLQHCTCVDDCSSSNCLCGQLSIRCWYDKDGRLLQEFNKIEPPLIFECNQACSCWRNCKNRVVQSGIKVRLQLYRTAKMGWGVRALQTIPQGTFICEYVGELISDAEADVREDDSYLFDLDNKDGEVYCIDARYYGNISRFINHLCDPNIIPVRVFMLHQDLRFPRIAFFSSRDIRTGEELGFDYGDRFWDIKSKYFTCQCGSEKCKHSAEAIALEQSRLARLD
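Signal arises when biotinylated H3K9 peptide, once monomethylated, bridges streptavidin donor and antibody-captured acceptor beads. Enzyme at 20 nM was preincubated 15 min with test compounds; peptide 500 nM and SAM 20 uM then reacted for 2 h.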
BLM inh: qHTS Assay for Inhibitors of Bloom's syndrome helicase (BLM) | RecQ-like DNA helicase BLM (Homo sapiens), P54132 | recombinant BLM DNA unwinding, fluorescence dequenching | Potency, µM (highest dose often 56.1 µM), for the others: top-dose activity change, negative = inhibition, actives largely listed as inhibitors | 0.2% of 350,000 active;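 also: plate controls were vehicle for no effect and no enzyme for full effect; nearly all actives have a fitted effect of over 35% in size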
BAZ2B inh: qHTS Assay for Inhibitors of BAZ2B; Bromodomain adjacent to zinc finger domain protein 2B (Homo sapiens), Q9UIF8; AlphaScreen BAZ2B-H3K14Ac peptide displacement; Potency, µM (series often up to 114 µM), inactives show at the highest dose activity change, negative = inhibition, hits mostly inhibitors; 4.4% of 360,000 active; AID 504333, 2011; also: % is scaled to controls: 0 for no effect and ±100 for the full control effect; nearly all actives have a fitted effect of over 60% in size
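Compounds, titrated to a top concentration of 110 uM, were incubated 30 min at room temperature with preformed BAZ2B/acetyl-K14 H3 peptide complex (50 nM each). Proximity signal was measured by AlphaScreen after 20 min with beads.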
* marks the source's active call; other numbers are inactive results; u = inconclusive; x = not tested or not shown; [ ] = another dose, or the depositor's remark. Calls follow the shape of the dose curve; as a rule, active = well fitted curve in the direction sought with a large enough effect; inconclusive = small, poorly fitted or top-dose-only effect, or another doubt; inactive = no such curve, though single readings can be large; an effect the other way counts as inactive or inconclusive. Potency is read from the fitted curve at half-maximal effect. Only part of the results is shown; the hit share may differ from the screen's.

SMILES	APEX1 inh	Pol kappa inh	POLB inh	Apoferritin bind	POLI inh	Pol eta inh	G9a inh	BLM inh	BAZ2B inh
CCCc1nc2ccc(NC(C)=O)cc2c(=O)n1Cc1ccccc1Cl	11%	-16%	-8%	-15%	4%	-7%	13%	-6%	-25%
Cc1cc(C(=O)N/N=C/c2ccc(Cl)c([N+](=O)[O-])c2)c(C)n1-c1ccc(F)cc1	4%	-5%	20%	-5%	8%	-11%	u	-3%	-11%
COC(=O)c1sccc1S(=O)(=O)N(CC(=O)NCc1ccccc1)c1ccccc1	x	-18%	-1%	-9%	-3%	-16%	11%[59 µM]	-1%	-4%
O=C(N/N=C\C=C\c1ccc2c(c1)OCO2)C1COc2ccccc2O1 (stereo not drawn)	-4%	-1%	-25%	-13%	-13%	-1%	10%[59 µM]	-12%	-18%
CCC(=O)N1CCc2cc(S(=O)(=O)CCC(=O)Nc3ccc(OC)cc3)ccc21	4%	5%	8%	-7%	11%	-4%	x	3%	-3%
Cc1ccc(CNC(=O)CSc2c3c(nc4cc(Cl)ccc24)CCCC3)cc1	x	2%	5%	u	34%[activator]	-8%	-3%[59 µM]	-3%	0%
COc1cc(OC)cc(C(=O)Nn2cc(C(=O)Nc3ccc(F)cc3F)c3ccccc3c2=O)c1	-7%	-10%	1%	-16%	8%	-8%	5%	-10%	-7%
Cc1noc(N)c1C1(O)C(=O)N(C(C)C)c2ccccc21 (stereo not drawn)	-7%	2%	-1%	-1%	-2%	-8%	-3%	-4%	3%
O=C(COC(=O)c1ccccc1Br)NCCN1C(=O)CSC1=O	-1%	2%	9%	0%	120%[activator]	1%	-41%	1%	-29%
CC(C)(C)c1ccc(CSc2nnc(-c3ccccc3NC(=O)c3ccccc3)o2)cc1	-5%	-10%	1%	-2%	10%	-3%	21%	-7%	3%
CCCCOc1ccc(CNC(=O)Cn2ncn3c(cc4cc(F)ccc43)c2=O)cc1	x	6%	1%	6%	22%	-7%	-1%[59 µM]	-1%	4%
CCOc1ccc(C(C)=O)cc1CN1C(=O)NC2(CCCCCCC2)C1=O	18%	-22%	20%	-18%	101%[activator]	-7%	18%	-3%	-2%
COC(=O)c1ccccc1NC(=O)C1CCN(S(C)(=O)=O)CC1	-1%	0%	-6%	-11%	u	-10%	18%[59 µM]	1%	5%
CCOC(=O)c1c(C)nn(Cc2ccccc2)c1N	10%	-1%	-10%	5%	13%	-5%	5%[59 µM]	-2%	-3%
Cc1cccc(NC(=S)NC2CC3CCCC(C2)N3Cc2cccs2)c1C (stereo not drawn)	14%	-4%[60.1 µM]	30%	-16%	0%	-7%	-15%[12.7 µM]	-4%	-34%[57.1 µM]
CCOc1ccc(N2CCCn3c2nc2c3c(=O)n(CCc3ccccc3)c(=O)n2C)cc1	11%	x	-21%	-2%	x	x	3.2µM*	-2%	-17%
CC(=O)NC(=S)Nc1ccc(S(=O)(=O)Nc2ncccn2)cc1	-1%	0%	-16%	-7%	12%	-25%	25%[59 µM]	-4%	0%
O=C(c1ccc(S(=O)(=O)N2CCCC2)cc1)N(c1ccc(F)cc1)C1C=CS(=O)(=O)C1 (stereo not drawn)	29%	-2%	39%	-10%	19%	-23%	118%[activator]	-3%	1%
O=C(NCc1cccnc1)c1ccccc1NS(=O)(=O)c1ccc(F)cc1	18%	-4%	19%	-5%	15%	1%	-1%	-2%	-18%
Cn1c(=O)c2[nH]c(CNc3ccc(C(=O)O)cc3)nc2n(C)c1=O	8%	6%	40%[activator]	10%	-10%	-6%	-47%	-4%	-38%
O=C(Oc1cccc(N2C(=O)CCC2=O)c1)c1ccccc1	3%	-2%	25%	-3%	8%	-13%	-5%[59 µM]	1%	5%
O=C(c1ccc(CN2CCOCC2)cc1)N1CCN(c2ccccc2F)CC1	3%	-11%	-12%	-19%	4%	-11%	16%[59 µM]	-1%	9%
CC1=NNC(=O)C1CCC(=O)N/N=C/c1ccc(Cl)cc1 (stereo not drawn)	5%	2%	-3%	-6%	11%	0%	10%	-4%	-2%
CC(Oc1cc2oc(=O)c3c(c2cc1Cl)CCC3)C(=O)NCCCN1CCCC1=O (stereo not drawn)	28%	-3%	15%	3%	22%	-18%	4%	2%	-14%
O=C(CCn1c(=O)c2cccn2c2cccnc21)NCc1ccccc1Br	x	-11%	-25%	-3%	29%	-22%	-3%[59 µM]	2%	-2%
c1nnn(C23CC4CC(CC(C4)C2)C3)n1	0%	-2%	-1%	-12%	4%[58.9 µM]	5%	5%	-4%	-2%
COc1cc(OC)cc(C(=O)NCC(=O)OCC(=O)N2CC(C)CC(C)C2)c1 (stereo not drawn)	0%	6%	8%	u	-10%	-10%	4%	-6%	-4%
O=C(c1ccco1)N1CCN=C1SCc1cccc(Cl)c1	0%	-5%	8%	-18%	-12%	4%	3%	1%	-2%
CC(C)(C)C(=O)NC(=S)N1CCCC1	0%	-3%	-6%	-5%	9%	-18%	-10%[59 µM]	4%	7%
COc1ccc(NC(=O)COc2cccc3c2CCN(Cc2cccnc2)C3=O)cc1	23%	-3%	2%	-13%	16%	-7%	33%[activator]	0%	-11%
CN(c1ccccc1)S(=O)(=O)c1ccc(C(=O)NCc2ccco2)cc1	9%	-2%	x	x	14%	-1%	u	x	-37%
Cc1ccc2nc(NNC(=O)c3ccc(S(=O)(=O)N4CCc5ccccc5C4)cc3)sc2c1	4%	-16%	0%	-12%	-9%	0%	-3%	u	4.5µM*
CC(C)OCCCNC(=O)C(=O)Nc1ccc2nc3n(c(=O)c2c1)CCCCC3	x	0%	14%	1%	64%[activator]	-23%	2%[59 µM]	1%	-4%
CCCN(CCC)c1ncnc2nc[nH]c12	u	-21%	8%	6%	20%	-18%	-50%[59 µM]	-1%	9%
C=CCS(=O)(=O)N1CCCC(Cc2ccccc2C)(C(=O)OCC)C1 (stereo not drawn)	5%	3%	-1%	0%	20%	-12%	x	1%	-36%
COc1cc(NC(=S)NCCc2c[nH]c3ccccc23)c(OC)cc1Cl	1%	-23%	-23%[57.1 µM]	8%	-5%	u	45µM*	-1%	u
COC(=O)c1cn(N(C)c2ncc(C(F)(F)F)cc2Cl)c(=O)c2ccccc12	3%	-13%	-11%	u	4%	-7%	16%	-13%	-1%
C/C(Cn1cnc([N+](=O)[O-])n1)=N/NC(=O)COc1c(Cl)cc(Cl)cc1Cl	2%	3%[60.1 µM]	17%	0%	-8%	2%	11%[59 µM]	2%	-11%
Cc1ccc(CN2CCC(n3nccc3NC(=O)CCCc3ccccc3)CC2)o1	9%	-3%	32%	-3%	-11%	-4%	x	-2%	u
CC(C)CN(C(=O)COC(=O)c1cccn1C)c1c(N)n(Cc2ccccc2)c(=O)[nH]c1=O	51%[activator]	-10%	-8%	-11%	u	-3%	34%	-3%	-25%
CCCC(C(=O)O)N1C(=O)/C(=C/c2cccn2C)SC1=S (stereo not drawn)	4%	-19%	u	-9%	u	u	-38%[59 µM]	-6%	u
Cc1cc(SCC(=O)Nc2cccc(S(N)(=O)=O)c2)c(C)cc1Br	10%	-12%	16%	-14%	-5%	-13%	-25%	-7%	-2%
CCOC(=O)C1(C(F)(F)F)N=C(C(F)(F)F)Nc2ccccc21 (stereo not drawn)	-3%	-21%	-6%	-10%	15%	-6%	2%[12.7 µM]	-3%	-3%
O=C(NCCCN1CCN(CCCNC(=O)c2cc([N+](=O)[O-])ccc2Cl)CC1)c1cc([N+](=O)[O-])ccc1Cl	3%	-4%	7%	-1%	197%[activator]	-8%	u	29%	-39%
COc1ccc(-n2c(C)cc(/C=N/Nc3nnc(C)n3N)c2C)cc1	-1%	-16%	-28%	-11%	22µM*	-9%	11µM*	1%	u

Limited to Pol eta inh and Apoferritin bind (two entries from above):
| structure | Pol eta inh | Apoferritin bind |
| --- | --- | --- |
| Cc1cc(SCC(=O)Nc2cccc(S(N)(=O)=O)c2)c(C)cc1Br | -13% | -14% |
| CCOC(=O)C1(C(F)(F)F)N=C(C(F)(F)F)Nc2ccccc21 (stereo not drawn) | -6% | -10% |

Four entries out of the list above, arranged by the number in APEX1 inh, high to low:
Structure | APEX1 inh
Cc1cc(SCC(=O)Nc2cccc(S(N)(=O)=O)c2)c(C)cc1Br | 10%
Cc1ccc(CN2CCC(n3nccc3NC(=O)CCCc3ccccc3)CC2)o1 | 9%
O=C(NCCCN1CCN(CCCNC(=O)c2cc([N+](=O)[O-])ccc2Cl)CC1)c1cc([N+](=O)[O-])ccc1Cl | 3%
COc1cc(NC(=S)NCCc2c[nH]c3ccccc23)c(OC)cc1Cl | 1%

POLI inh: entries above that show a hit
SMILES	APEX1 inh	Pol kappa inh	POLB inh	Apoferritin bind	POLI inh	Pol eta inh	G9a inh	BLM inh	BAZ2B inh
COc1ccc(-n2c(C)cc(/C=N/Nc3nnc(C)n3N)c2C)cc1	-1%	-16%	-28%	-11%	22µM*	-9%	11µM*	1%	u

Continued:
SMILES	APEX1 inh	Pol kappa inh	POLB inh	Apoferritin bind	POLI inh	Pol eta inh	G9a inh	BLM inh	BAZ2B inh
COc1ccc(NC(=O)c2c[nH]n3c(=O)cc(C4CCN(C(=O)OC(C)(C)C)CC4)nc23)cc1Cl	u	-7%	-3%	1%	23%	89µM*	45µM*	8%	u
CC1(C)Cc2c(sc(NC(=O)c3ccc(S(=O)(=O)N4CCCCCC4)cc3)c2C(N)=O)C(C)(C)N1	18%	-2%	35%	-2%	39%[activator]	-23%	22%	-2%	-20%
NC(=S)N/N=C/c1cn(CCC(=O)O)nc1-c1cccc(Br)c1	1%	3%	-1%	-3%	33%[activator]	-13%	u	0%	-1%
Cc1nc(SCC(=O)N2CCCC2=O)nc(C)c1C	3%	-6%	x	x	50%[activator]	5%	x	x	x
CCOc1ccc(N(CC(=O)NCCSCc2ccco2)S(=O)(=O)c2ccc(F)cc2)cc1	13%	-9%	-1%	0%	35%[activator]	-24%	11%	-11%	u
